# Compound activity deposited in PubChem by The Scripps Research Institute Molecular Screening Center.
# GalR3 antag = blocks the human galanin receptor 3. 0.44% of 360,000 active. O60755. inhibition, % at 3 µM. HEK293 GalR3-CNG cAMP membrane potential fluorescence; galR3 body fused to GalR1 C-terminus;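 active means inhibition above the screen-wide average plus 3 SD, cut at about 13% in these data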;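 further: forskolin and galanin both at EC90 stimulate the cells; cAMP rise reported by CNG channel membrane potential dye signal; 0% = forskolin plus galanin with DMSO and 100% = forskolin alone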
# Target sequence (O60755 1-299 limits assumed): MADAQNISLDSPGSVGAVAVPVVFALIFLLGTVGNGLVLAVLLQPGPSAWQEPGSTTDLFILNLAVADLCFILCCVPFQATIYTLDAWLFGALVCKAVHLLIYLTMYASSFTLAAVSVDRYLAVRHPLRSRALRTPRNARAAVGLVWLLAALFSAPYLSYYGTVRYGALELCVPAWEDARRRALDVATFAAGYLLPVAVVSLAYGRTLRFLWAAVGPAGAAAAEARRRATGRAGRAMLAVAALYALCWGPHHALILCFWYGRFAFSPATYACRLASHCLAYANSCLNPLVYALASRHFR
# Numbers without * were called inactive. An excerpt. The share of hits here may be higher or lower than overall.
SMILES,GalR3 antag
COC(=O)CC#C[C@@H](C)[C@H](NS(=O)(=O)c1ccc(C)cc1)C(C)(C)C,-6.8
CCOC(=O)C1=CCN(S(=O)(=O)c2ccc(Br)cc2)C1c1ccc(Br)cc1 (configuration not stated),-7.7
FC(F)(F)c1ccccc1Cc1c(-c2cccc(Br)c2)nc2ccc(Br)cn12,-7.9
COc1cc(-c2cnc3c(NC=O)cc(-c4ccsc4)cn23)cc(OC)c1OC,-0.3
Cn1c(NCCc2ccncc2)nc2cc(-c3cccc(Cl)c3)sc2c1=O,-3.7
Cc1c(C(=O)NCc2ccc3c(c2)OCO3)sc(=O)n1Cc1cccc(F)c1,-2.1
CCc1ccc([C@H]2[C@@H]3C(=O)C[C@@H]4C(=O)NC(=O)[C@@H]4[C@@H]3CN2S(=O)(=O)c2ccc(C)cc2)cc1,-5.8
O=C(Nc1nnc([C@@H]2C[C@H](O)[C@@H](CO)O2)s1)Nc1cccc(Cl)c1Cl,-5.0
CCOC(=O)C(C)Oc1cccc2c(=O)n(CC(=O)Nc3ccc(OC)cc3)ccc12 (configuration not stated),-7.2
O=C(N[C@H](C(=O)N1CCC[C@H]1C(=O)NCc1ccccc1)C1CCCCC1)c1ccc(Cl)c(Cl)c1,-8.1
COc1ccc(NC(=O)C2(C)Cc3c(-c4cccc(C(F)(F)F)c4)ccnc3O2)cn1 (configuration not stated),3.6
CN(C)CCN(Cc1ccccc1)C(c1ccnc2ccccc12)c1nnnn1-c1ccc2c(c1)OCCO2 (configuration not stated),-1.7
CO[C@H]1CN(C)C(=O)c2ccc(NC(=O)NC(C)C)cc2OC[C@H](C)NC[C@H]1C,-3.8
COC(=O)[C@@]12C[C@@H](CC(=O)N3CCSCC3)C(=O)N(Cc3ccc4c(c3)OCO4)C1=CCC(C)(C)C2,-5.8
COc1ccc(-n2nnnc2C2c3ccccc3C(=O)N2C2CCN(Cc3ccccc3)CC2)cc1 (configuration not stated),0.3
COc1ccc(-c2ccc(C(=O)NCCN(C)C)c3occc23)c(C)c1,-7.7
Cc1c(C(=O)NCc2ccc3c(c2)OCCO3)sc(=O)n1Cc1ccccc1F,-1.4
CCCCC[C@@H](C)N1C[C@H](COCc2ccccc2)Oc2cc(N3CC[C@@H](N(C)C)C3)ccc2S1(=O)=O,-5.7
CC(C)(C)c1ccc(CC(=O)N2CCC2(C)C(=O)NS(=O)(=O)c2cccs2)cc1 (configuration not stated),-4.7
O=C(NCc1cc(Cl)cc(Cl)c1)c1ccc2nc([C@H]3C[C@H](O)[C@@H](CO)O3)[nH]c2c1,-0.7
CC1=C(C(=O)N(C)C)CC(CC(=O)NCCN2CCOCC2)C(=O)N1CCCN1CCCC1=O (configuration not stated),-5.6
O=C(NCCc1cccs1)Nc1nnc([C@H]2C[C@H](O)[C@@H](CO)O2)s1,-2.3
COC(=O)c1ccc2c(c1)S(=O)(=O)NC2C (configuration not stated),-2.5
COC(=O)c1ccc2nc(-c3ccccc3)c(Cc3ccccc3)n2c1,-8.6
Cc1cccnc1C(c1ccc(F)cc1)N(C)C(=O)C1CCN(CCCOc2ccc(F)cc2)CC1 (configuration not stated),-8.1
CCOC(=O)/C=C/c1ccccc1O,-6.8
CCCC(=O)N1CCC1(C)C(=O)Nc1ccc(OC(F)F)cc1 (configuration not stated),-5.5
CCc1nc2ccc(C(=O)NCCCn3ccnc3)cn2c1N(CC)CCN(C)C,-4.4
O=C(NCc1ccccc1)C1C(=O)Nc2ccccc2C(=O)N1C1CCCC1 (configuration not stated),-6.4
CCCCNC(=O)C1c2ccccc2OCC(=O)N1C1CC1 (configuration not stated),-6.2
OCCCCCCNc1ccc(CCO)cc1,-4.3
CC(=O)Nc1ccc(CNc2nc3cc(-c4cccc(C(F)(F)F)c4)sc3c(=O)n2C)cc1,1.3
Cn1ncc2cc3c(Nc4ccc(Cl)cc4)cccc3nc21,-7.2
Cc1oc2c(c(C)nn2-c2ccccc2)c(=O)c1Cl,-0.6
CC(C)C(C(=O)NC1CCCC1)N1CCC(O)(c2ccc(Cl)cc2)CC1 (configuration not stated),2.7
CC1(C(=O)NS(=O)(=O)c2ccc(C#N)cc2)CCN1C(=O)c1cccc2ccccc12 (configuration not stated),-7.0
COc1cc(CN2C[C@@H](CO)O[C@@H](n3cnc4c(NCCCO)ncnc43)C2)cc(OC)c1OC,-1.2
COc1ccc(-c2ccc(C(=O)NCc3ccc(N(C)C)cc3)c3occc23)c(C)c1,-4.5
O=c1cc(CN2CCCCC2)c2c(ccc3ccccc32)o1,0.6
CSCCC(C(=O)NC1CCCC1)n1c(C2CCCC2)nc2ccccc21 (configuration not stated),-1.1
CC1(C(=O)Nc2cccc3cccnc23)CCN1Cc1ccc(-c2ccccc2)o1 (configuration not stated),-4.4
O=S1(=O)CC(N2CCCC2)CN1C1CCCCC1 (configuration not stated),-3.7
Cc1nc2ccc(C(=O)N3CCN(C(=O)c4ccco4)CC3)cn2c1N(C)C(=O)CCc1ccccc1,-4.9
CC(C)COC(=O)N1CCCC(c2cc(C(=O)Nc3ccccc3Cl)no2)C1 (configuration not stated),-4.9
Cc1ccc(F)c(S(=O)(=O)NC(=O)C2(C)CCN2C(=O)CCc2ccccc2)c1 (configuration not stated),-2.2
CCc1nc2c(OCc3ccc(Cl)cc3Cl)cccn2c1N(C)C(=O)c1ccccc1F,-7.7
COC(=O)[C@]12C[C@H](CC(=O)NCCc3ccccc3OC)C(=O)N(Cc3ccc4c(c3)OCO4)C1=C[C@H](C(C)(C)C)O[C@@H]2C,-5.5
C[C@H](CO)N1C[C@H](C)[C@H](CN(C)C(=O)Nc2ccc3c(c2)OCO3)OCc2cnnn2CCCC1=O,-4.8
COc1ccccc1-c1cc(NC(C)=O)c2ncc(-c3ccccc3)n2c1,-11.0
CC(C)C[C@H]1CNC(=O)C(=O)N1C[C@@H]1CCCN1C[C@H](Cc1ccc(O)cc1)N1C[C@H](Cc2ccccc2)N(CC2CCCCC2)C(=O)C1=O,-3.7
COC(=O)c1ccc2nc(-c3ccc(F)cc3)c(Cc3ccccc3C(F)(F)F)n2c1,-6.1
CC1=C(C(=O)N2CCCCCC2)CC(CC(=O)NCCN2CCOCC2)C(=O)N1Cc1ccc(C(C)(C)C)cc1 (configuration not stated),-6.5
CCOC(=O)C1=CCN(S(=O)(=O)c2ccc(C)cc2)[C@H]1c1ccccc1Cl,-5.3
CCCCNC(=O)c1nc(C2CCN(S(=O)(=O)c3cccc(C(F)(F)F)c3)CC2)oc1-c1cccc(C(F)(F)F)c1,-6.2
O=c1cc(CN2CCCC2)c2ccccc2o1,-5.8
CC1(C)OC(=O)C2=C(C[C@@H](CCc3ccccc3)O[C@@H]2c2ccc(F)cc2)O1,-5.6
COc1ccc(OCCN2CCC(C(=O)NC(c3ccc(Cl)cc3)c3cnccn3)CC2)cc1 (configuration not stated),-7.2
CC(C)(C)n1nnnc1C(c1cc2ccccc2o1)N1CCOCC1 (configuration not stated),-2.8
C[C@H](O)[C@@H]1CN2CCc3c([nH]c4ccccc34)[C@@H]2C[C@@H]1N(C)CC1CCCCC1,-6.7
COc1ccc(-c2cc3nc(NCCCN(C)C)n(C)c(=O)c3s2)cc1OC,-6.0

# Looked up above:
# For GalR3 antag, CC(C)(C)n1nnnc1C(c1cc2ccccc2o1)N1CCOCC1 (configuration not stated) reads -2.8
# For GalR3 antag, COc1ccccc1-c1cc(NC(C)=O)c2ncc(-c3ccccc3)n2c1 reads -11.0

# Other entries.
SMILES,GalR3 antag
O=C(c1ccccc1)C12COc3ccccc3C1ON=C2c1ccccc1 (configuration not stated),-2.8
CCOc1ccc(CCN2C(=O)C(=O)N([C@@H](CC(C)C)CN3CCC[C@H]3CN3C(=O)C(=O)NC[C@@H]3Cc3ccccc3)C[C@@H]2Cc2ccccc2)cc1,-6.5
O=C(Nc1ccc(Cl)cc1)c1csc([C@H]2C[C@H](O)[C@@H](CO)O2)n1,-5.5
CCCCn1nnnc1C(c1cc2ccccc2o1)N(C)CCc1ccccc1 (configuration not stated),-5.9
CC(=O)OCC(=O)C1(O)CCC2C3CC(C)C4=CC(=O)C=CC4(C)C3C(O)CC21C (configuration not stated),-2.3
Cc1ccccc1S(=O)(=O)NC(=O)C1(C)CCN1C(=O)c1ccccc1CCc1ccccc1 (configuration not stated),-3.2
O=S1(=O)CC(N2CCC(c3ccccc3)CC2)CN1Cc1cn(Cc2ccc(C(F)(F)F)cc2)nn1 (configuration not stated),-7.6
CC1(C(=O)NCc2ccccc2)CSCC(=O)N1Cc1cccc(F)c1 (configuration not stated),-7.1
COC(=O)C[C@H]1C=C[C@@H](NC(=O)Nc2cccc(OC)c2)[C@@H](CO)O1,-4.5
NC(Cc1ccc(C(F)(F)F)cc1)c1csc(NC(=O)Nc2ccccc2Cc2ccccc2)n1 (configuration not stated),-3.8
COc1ccc(-c2nc3c4ccccc4ccn3c2Cc2ccc(C)cc2)cc1OC,-1.2
OCCN1CCN(c2ncnc3c2ncn3[C@H]2CN(Cc3ccc4c(c3)OCO4)C[C@@H](CO)O2)CC1,-2.2
O=C(NCc1ccccc1)C1Cc2c(-c3cccc(F)c3)ccnc2O1 (configuration not stated),5.7
COC(=O)[C@H](Cc1ccccc1)N[C@H](c1ccc(OC)cc1)[C@@H](O)Cc1ccccc1,-1.5
COc1ccccc1C=C(C(=O)c1ccccc1)c1ccccc1,-8.4
CN1C(=O)[C@@]2(O[C@H]3c4ccccc4C=CN3C3=C2C(=O)CCC3)c2ccccc21,-2.8
COc1ccc(C(=O)C(=O)N2CCN(C(=O)OCc3ccccc3)CC2)cc1,-7.0
COCCCN1C(=O)C(CC(=O)NCCCN(C)C)CC(C(=O)N2CCOCC2)=C1C (configuration not stated),-6.1
O=C(NCC(F)(F)F)c1csc([C@@H]2O[C@H](CO)[C@H](O)[C@H](O)[C@H]2O)n1,-8.0
N#Cc1ccc(OCC(=O)N[C@@H](Cc2ccccc2)c2nc3ccccc3[nH]2)cc1,-0.2

# 3 entries from above, with each value named:
COc1ccccc1C=C(C(=O)c1ccccc1)c1ccccc1
- GalR3 antag = -8.4

CN1C(=O)[C@@]2(O[C@H]3c4ccccc4C=CN3C3=C2C(=O)CCC3)c2ccccc21
- GalR3 antag = -2.8

COc1ccc(C(=O)C(=O)N2CCN(C(=O)OCc3ccccc3)CC2)cc1
- GalR3 antag = -7.0

# Next section.
SMILES,GalR3 antag
CCOC(=O)C1=CCC(c2ccc(CC)cc2)N(S(=O)(=O)c2ccc(C)cc2)C1 (configuration not stated),-5.4
CC(C)CNc1ccc2c(c1)OC[C@H](C)NS2(=O)=O,-6.2
CC(C(=O)NC1CCCC1)n1c(C2CCCC2)nc2ccccc21 (configuration not stated),-5.8
COc1ccc(S(=O)(=O)N2CCC3CC2c2cc(-c4ccc5c(c4)OCO5)ccc23)cc1 (configuration not stated),-7.7
O=C(NCCc1c[nH]c2ccccc12)c1[nH]c(C(F)(F)F)nc1-c1ccccc1,-5.0
C=CCN=C1NC(CCc2ccccc2)C(C(=O)OC)=C(C)N1Cc1ccccc1C(F)(F)F (configuration not stated),-6.7
CCc1ccc2cc3c(cc2n1)C(=O)c1ccccc1-3,-5.1
Cc1ccc(NC(=O)CCC(=O)NN=Cc2ccc(C)o2)c(C)c1,1.1
COc1ccc(C=C2SC(=S)N(CCCC(=O)Nc3ccc(C(=O)O)c(O)c3)C2=O)cc1OC,-4.5
CCNC(=O)c1cc2c(c(-c3cccc(-c4cccc(C(=O)N(C)C)c4)c3)n1)[C@H](CCO)N(S(=O)C(C)(C)C)C2 (some centres not stated),-3.1
C#CCN1CC(COc2ccccc2)Oc2cccc(Oc3ccc(C(C)C)cc3)c2S1(=O)=O (configuration not stated),-1.5
COC(=O)c1cnc(Nc2nc(C(N)Cc3ccc(OC)cc3)cs2)nc1C(F)(F)F (configuration not stated),-6.9
C[C@H](c1ccccc1)N1C[C@@H](COCc2ccccc2)Oc2cc(N3CCC[C@H]3CO)ccc2S1(=O)=O,-7.4
CCCS(=O)(=O)NC(=O)C1(C)CCN(C(=O)c2ccccc2OC)C1 (configuration not stated),9.7
Cc1cc2c(nc1C)CCCN2Cc1ccccn1,-8.0
Cc1cccc(-c2cccc3[nH]c4c(c23)CCN2C(=O)[C@H]3[C@H](C)ON(C)[C@H]3C[C@@H]42)c1,-10.5
CCCCn1nnnc1C1(C)CCC(=O)N1CCCn1ccnc1 (configuration not stated),-2.7
COc1ccc(Cc2c(C3CCCCC3)nc3c(C)cc(Br)cn23)c(C)c1,-5.8
OC(Cc1cccc(Br)c1)c1ncc(-c2cccc(C(F)(F)F)c2)[nH]1 (configuration not stated),-7.2
COc1ccc(C(C)=O)cc1CSC(=S)N1CCSCC1,-3.8
CCNC(=O)N1CCN(c2ccc(N3CCN(Cc4ccccc4)[C@H](C)C3)c(C)c2)[C@@H](C)C1,-6.9
COC(=O)c1ccc(CN2C(=O)[C@]3(OCCC=C[C@H]3C)c3c(Br)cccc32)cc1,-6.8
COc1ccc(CC(N)c2csc(NC(=O)Nc3ccccc3-c3ccccc3)n2)cc1 (configuration not stated),-8.5
CCCCNC(=O)C1(C)CCN1C(=O)CSc1ccccc1 (configuration not stated),-3.7
O=[N+]([O-])c1ccc(C=Nc2ccccc2)cc1,-6.0
CCc1nc2ccc(C(=O)NCCOc3ccc(OC)cc3)cn2c1N(C)Cc1ccc(N(C)C)cc1,-5.7
COC(=O)C[C@@H]1C=C[C@H](NC(=O)c2ccccc2)[C@@H](CO)O1,-5.0
Cc1cc(C)n(CCNC(=O)[C@@H](Cc2ccccc2)NC(=O)[C@H]2O[C@@H](n3ccc(=O)[nH]c3=O)[C@H](O)[C@@H]2O)n1,-4.4

# 4 entries picked at random from those above:
SMILES,GalR3 antag
O=[N+]([O-])c1ccc(C=Nc2ccccc2)cc1,-6.0
CCNC(=O)N1CCN(c2ccc(N3CCN(Cc4ccccc4)[C@H](C)C3)c(C)c2)[C@@H](C)C1,-6.9
COc1ccc(CC(N)c2csc(NC(=O)Nc3ccccc3-c3ccccc3)n2)cc1 (configuration not stated),-8.5
COC(=O)c1ccc(CN2C(=O)[C@]3(OCCC=C[C@H]3C)c3c(Br)cccc32)cc1,-6.8
